High-throughput results deposited in PubChem by National Center for Advancing Translational Sciences (NCATS).
Nrf2 inh = blocks Nrf2 signaling; A549 ARE-Fluc reporter, luciferase luminescence, 18-24 h; Potency, µM (series often up to 46 µM), for the others: top-dose activity change, negative = inhibition, usual class: inhibitors; actives 2.1% (n = 360,000); note: potency is the fitted concentration of half-maximal effect; % is set by controls: 0 for no effect and ±100 for the full control effect; nearly all actives have a fitted effect of over 60% in size
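Nrf2 activity is the BugLite luminescence, read 15 min after reagent at room temperature, following CellTiter-Fluor cytotoxicity readout (30 min, 37C). Compound titrations were applied for 18-24 h to 5000 A549 ARE_Fluc cells/well in 5% FBS OPTI-MEM.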
MmCpn inh = M. maripaludis TRiC chaperonin inhibition. purified Mm-Cpn ATPase, ADP Transcreener TR-FRET. Potency, µM (highest dose often 76.9 µM), for the others: at the highest dose activity, negative = inhibition, actives largely listed as inhibitors. actives 0.031% (n = 330,000). AID 504842; note: potency is the fitted concentration of half-maximal effect; % is set by controls: 0 for no effect and ±100 for the full control effect; nearly all actives have a fitted effect of over 80% in size
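Measured: ADP formation by purified Mm-CPN. Conditions: 25 nM protein, 10 uM ATP, Tris pH 7.4 with Mg2+, K+ and DTT, 37°C for 30 min. Detection: Transcreener HTRF after 30 min at room temperature.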
A549 viability = counter-screen for Nrf2 inhibitors: cytotoxicity in A549 cells. A549 ARE-Fluc cells, CellTiter-Fluor viability, 18-24 h. Potency, µM (titrated, usually from 46 µM), for inactives: top-dose activity change, negative = cytotoxicity, hits mostly inhibitors. actives 0.16% (n = 390,000); note: potency is the fitted concentration of half-maximal effect; % is set by controls: 0 for no effect and ±100 for the full control effect
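Cytotoxicity counterscreen: CellTiter-Fluor fluorescence was measured in A549 ARE_Fluc cells after 18-24 h of compound exposure in a concentration series. The subsequent BugLite luminescent read reports ARE-luciferase activity.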
ATXN viability = reduces viability in counter-screen for ATXN expression inhibitors | actives 0.49% (n = 400,000) | Potency, µM (doses to about 56.7 µM), usual class: cytotoxic | S2 cells (HEK-293 line with an ATXN2-luciferase reporter) viability, CellTiter-Fluor protease fluorescence, 24 h; note: potency is the fitted concentration of half-maximal effect; nearly all actives have a fitted effect of over 40% in size
TGFb inhibitor = TGF-b pathway inhibition; Potency, µM (doses to about 46.1 µM), inactives show at the top dose activity, negative = inhibition, most hits filed as inhibitors; actives 1.2% (n = 410,000); HepG2 CAGA-GFP TGF-b/SMAD3 reporter, GFP fluorescence, 18 h; TGF-beta stimulated, 500 pg/mL final; note: potency is the fitted concentration of half-maximal effect; % is set by controls: 0 for no effect and ±100 for the full control effect; nearly all actives have a fitted effect of over 65% in size
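Cell-based qHTS in HEPG2 carrying a CAGA-GFP Smad reporter; compounds added before 500 pg/mL final TGF-beta, 18 h incubation at 37 degrees C, GFP fluorescence quantified per cell by imaging cytometry.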
Nrf2 ARE act = activates Nrf2 signaling; AID 624171; actives 0.31% (n = 410,000); AREc32 ARE-luciferase reporter (MCF7-derived line), luminescence, 24 h; Potency, µM (series often up to 46.1 µM), without a hit: top-dose activation, hits mostly activators; note: potency is the fitted concentration of half-maximal effect; % of control where 0% means no effect; nearly all actives have a fitted effect of over 65% in size
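Steps: seed AREc32_Fluc cells (1000/well, 5% FBS OPTI-MEM); incubate overnight at 37 deg C; add 23 nL compound; incubate 24 hr; add Steady-Glo; hold 30 min RT; read luminescence.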
Akt phos inh = blocks phosphorylation of Akt | actives 0.32% (n = 360,000) | AID 651550 | Neuro2A IGF-stimulated pAkt S473 HTRF, 20 min; stronger effect = lower value | activity change, % for hits at 50 µM; in the data active = activity change below about -80%; inconclusive = mostly about -51% to -80%; note: % is set by controls: 0 for no effect and ±100 for the full control effect
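Neuro2A cells (4,500/well, DMEM with 0.5% FBS) were treated with compound at a single 50 µM final concentration, stimulated with 6 nM IGF for 20 min at 37 °C, and lysed. Phospho-Akt Ser473 was read by HTRF as 665/615 ratio ×10^4.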
HepG2 tox = counter-screen for TGF-b inhibitors: cytotoxicity in HepG2 cells | actives 0.76% (n = 410,000) | AID 588856 | HepG2 CAGA-GFP viability, ATP luminescence, 18 h | Potency, µM (series often up to 46.1 µM), for inactives: at the highest dose activity change, negative = cytotoxicity, actives largely listed as cytotoxic; note: potency is the fitted concentration of half-maximal effect; some results filed as inactive show a strong effect at the top dose
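CellTiter-Glo luminescence gave cytotoxicity after 18 hours at 37 degrees C. The cells were HepG2 CAGA-GFP in 1% FBS DMEM, stimulated with 500 pg/mL TGF-beta after compound addition. %Activity was normalised to no-cell wells (complete cell-killing) and DMSO (no toxicity), and curves were fitted and classified.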
CCT modulator = cytosolic chaperonin activity modulation; actives 0.3% (n = 360,000); purified chaperonin ATPase assay, HTRF ADP detection, 30 min; activity change, % (test concentration not listed), hits read low; in the data active = activity change below about -30%; note: % is set by controls: 0 for no effect and ±100 for the full control effect
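We incubate TRiC, 40 or 20 nM final, with library compounds at 76 uM and 10 uM ATP for 30 min at 37 °C. ADP formed is detected with Transcreener HTRF reagents after 30 min at room temperature.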
Starred values were filed as active, the others as inactive; i = inactive; ? = inconclusive; · = no result given; [ ] = remark or other dose. Unless noted, calls come from the whole dose curve; as a rule, active = well fitted curve in the direction sought with a large enough effect; inconclusive = small, poorly fitted or top-dose-only effect, or another doubt; inactive = no such curve, though single readings can be large; an effect the other way counts as inactive or inconclusive. Not a hit list. About 4.4% of those tested had a hit in this group.

SMILES	Nrf2 inh	MmCpn inh	A549 viability	ATXN viability	TGFb inhibitor	Nrf2 ARE act	Akt phos inh	HepG2 tox	CCT modulator
O=C(CN1CCN(c2ncc(C(F)(F)F)cc2Cl)CC1)Nc1ccc2c(c1)OCO2	?	1%	-9%	i	-21%	0.7%	i	-2%	0.2
CCOC(=O)COc1ccc(S(=O)(=O)Nc2ccc3c(c2)OCO3)cc1	5%	0%	-9%	i	-9%	-0.2%	i	-26%	-1.1
Cc1nc(NC(=O)CSc2nc(N)cc(N)n2)sc1C	-18%	0%	-3%	i	35%[activator]	0.8%	i	-4%	-1.7
CCCn1c(C)cc(/C=C(\C#N)C(=O)OCC(=O)Nc2ccc(OC)c(Cl)c2)c1C	9%	0%	3%	i	-3%	4.9%	i	-34%	-0.6
O=C1c2ccccc2NC(c2ccc(-c3cccs3)o2)N1O (stereo unspecified)	?	-6%	1%	i	-26%	5.5%	·	-31%	·
N/C(=N\OC(=O)COc1ccc(Br)cc1)c1cccc([N+](=O)[O-])c1	8%	-2%	3%	i	0%	0.2%	i	-2%	-2.5
O=C(O)c1cccc(-n2cccc2/C=C2/NC(=O)N(Cc3ccccc3F)C2=O)c1	-40%	0%	-8%	i	-2%	-0.2%	i	9%	-5.5
O=C(CN(c1cc(Cl)ccc1Cl)S(=O)(=O)c1ccccc1)N1CCOCC1	3%	?	-5%	i	1%	-0.5%	i	-1%	-1.3
O=C(O)c1ccc(N/N=C/c2ccc(-c3ccc(Cl)cc3Cl)o2)cc1	-44%	-3%	-2%	·	?	4.9%	i	-9%	-4.7
CC1ON=C(c2ccccn2)N(Cc2ccc(S(C)(=O)=O)cc2)C1=O (stereo unspecified)	·	·	·	i	2%	0.0%	i	9%	1.2
O=C(NCCCN1CCOCC1)C1CCC(=O)N1C1CCCCC1 (stereo unspecified)	·	2%	10%	i	-9%	-0.7%	i	6%	-1.9
Cc1cc2cc(C)c3nnc(SCc4ccccn4)n3c2cc1C	7%	1%	0%	?	-8%	0.2%	i	3%	3.1
Cc1cc(=O)[nH]c(SCC(=O)Nc2ccc(S(=O)(=O)N3CCCCC3)cc2)n1	-5%	1%	-1%	·	-13%	-0.8%	·	3%	0.5
CC(C)n1cnnc1SCC(=O)NNC(=O)COc1ccc(Cl)cc1	1%	2%	-4%	i	0%	-0.3%	i	7%	-0.3
CCC(C)(C(=O)NC1CCCCC1)N(Cc1ccco1)C(=O)c1ccc2c(c1)OCO2 (stereo unspecified)	3%	0%	-6%	?	-2%	-0.2%	i	-5%	-1.6
COC(=O)C[C@@H]1C[C@@H]2c3cc(NS(=O)(=O)c4ccc(F)cc4)ccc3O[C@@H]2[C@H](CO)O1	·	·	·	?	?	0.4%	i	-60%	-2.1
COc1ccc(CCNC(=O)Cn2c(-c3ccc(F)cc3)cc(C(C)=O)c2C)cc1OC	·	·	-4%	·	0%	6.6%	·	-11%	·
CC(OC(=O)CN1C(=O)COc2ccccc21)C(=O)NCc1ccc(F)cc1 (stereo unspecified)	-1%	-1%	2%	i	9%	0.0%	i	3%	1.1
COc1ccc(C(=O)N(C)Cc2ccon2)cc1OC1CCN(C(C)C)CC1	0%	-2%	2%	i	8%	-0.5%	i	-15%	0.9
c1ccc(-c2cnc(CN3CCN(c4ccccc4)CC3)o2)cc1	?	1%	-2%	i	-16%	2.3%	i	-19%	-2.5
Nc1c(C(=O)NC2CCCCC2)nsc1C(=O)OCC(=O)NC1CCCCC1	4%	-4%	-7%	i	0%	-0.5%	i	-7%	-1.8
CN(N=Nc1nc[nH]c1C(N)=O)C1CCCCC1	·	·	·	i	17%	0.4%	·	-5%	-2.7
CC(C)Oc1ccc(C2CC(=O)NC2=O)cc1 (stereo unspecified)	-3%	1%	5%	i	-17%	-0.2%	i	-1%	-6.4
CCc1ccc(N/C(SC)=C(/C#N)C(N)=O)cc1	?	0%	10%	i	32%[activator]	6.5%	i	40%	1.0
CCOc1ccc(/C=C/C(=O)OCC(=O)c2ccccc2OC)cc1OC	-4%	-2%	-9%	i	1%	-1.2%	i	-11%	-0.1

A few values from the entries so far.
O=C(CN(c1cc(Cl)ccc1Cl)S(=O)(=O)c1ccccc1)N1CCOCC1 @ Nrf2 ARE act = -0.5%
CC1ON=C(c2ccccn2)N(Cc2ccc(S(C)(=O)=O)cc2)C1=O (stereo unspecified) @ Nrf2 ARE act = 0.0%
O=C(O)c1cccc(-n2cccc2/C=C2/NC(=O)N(Cc3ccccc3F)C2=O)c1 @ TGFb inhibitor = -2%

Later entries:
SMILES	Nrf2 inh	MmCpn inh	A549 viability	ATXN viability	TGFb inhibitor	Nrf2 ARE act	Akt phos inh	HepG2 tox	CCT modulator
CC(Oc1ccc(Cl)cc1Cl)C(=O)NNC(=O)C(=O)N1CCCCC1 (stereo unspecified)	-27%	1%	0%	i	2%	3.0%	i	10%	1.3
COc1ccc(-c2noc(COc3ccc4c(c3)OCO4)n2)cc1OC	-21%	-1%	2%	i	-6%	-2.0%	i	-20%	-1.2
Cc1ccc(OCC(=O)N(Cc2ccc(Cl)cc2)CC2CCCO2)cc1C (stereo unspecified)	-16%	·	-5%	·	?	5.8%	·	-47%	·
O=S(=O)(NCc1cccc(C(F)(F)F)c1)NCc1ccccc1F	?	-2%	-1%	i	2%	-0.4%	i	-15%	0.9
O=C1N(Cc2ccccc2)c2ccc(Cl)cc2C1(O)c1c[nH]c2ccccc12 (stereo unspecified)	1%	·	-5%	i	?	-0.5%	·	-112%	·
CC(C)(C)OC(=O)C[C@H]1C/C=C\C[C@@H](CC(=O)N(CCO)Cc2ccccc2)C(=O)N[C@H](C(C)(C)C)COC1=O	5%	-1%	2%	i	-18%	0.0%	i	-3%	-2.2
COc1cccc(C2Cc3ccccc3C(=O)O2)c1 (stereo unspecified)	25%	-2%	1%	?	3%	2.3%	i	-1%	-2.4
Cc1ccc(C(=O)N[C@H](C(=O)OCC(=O)NC2CCS(=O)(=O)C2)C(C)C)cc1 (stereo partly specified)	-8%	0%	-3%	i	11%	-1.1%	i	-6%	1.7
NC(=O)NC(CC(=O)OCC(=O)Nc1nnc(-c2ccccc2)o1)c1ccc(Cl)cc1 (stereo unspecified)	·	·	·	i	1%	-0.6%	i	-6%	2.3
CC1CCN(S(=O)(=O)c2ccc3[nH]c(=O)cc(C(=O)O)c3c2)CC1	2%	0%	-2%	i	-24%	-0.9%	i	0%	0.0
CCOc1ccc(-n2cc(-c3ccccc3)c3c(N4CCN(c5ccccc5OC)CC4)ncnc32)cc1	·	·	-2%	·	-2%	-0.6%	·	-10%	·
CCOC(=O)C(=CNc1nc(-c2ccccc2)c(C(=O)Nc2ccc(-c3ccccc3)cc2)s1)C(=O)OCC	3%	-10%	-11%	i	8%	0.2%	i	0%	0.6
Cc1ccc(C2CCN(C(=O)c3cnn(-c4cccc(Cl)c4)c3C3CCN(C(=O)OC(C)(C)C)CC3)C2)cc1 (stereo unspecified)	?	·	?	·	-22%	0.6%	·	-19%	·
CC1(C)CC(=O)c2cnc(NC(=O)CSC(=S)N3CCCCC3)nc2C1	-7%	2%	-3%	?	-1%	-0.5%	i	-17%	0.2
COC(=O)c1c(NC(=O)c2cccnc2)sc(C(=O)N(C)C)c1C	?	1%	0%	i	-3%	0.3%	i	-13%	-1.5
O=C(O)C=Cc1c[nH]c2nccnc12	·	·	·	i	10%	0.6%	i	2%	0.6
COC(=O)CSc1nc2sc3c(c2c(=O)n1-c1ccccc1C)CC(C)(C)OC3	1%	·	2%	i	9%	-1.8%	·	-30%	·
COC(=O)c1ccc(NC(=S)NN2CCCCC2c2cccnc2)cc1 (stereo unspecified)	26%	0%	-2%	i	-4%	3.7%	i	-56%	-9.0
CCOC(=O)c1ccc(S(=O)(=O)N2CCN(C(=O)c3ccccn3)CC2)cc1	1%	-1%	4%	?	-1%	0.1%	i	0%	1.5
Cc1csc(NC(=O)CSc2nnc(-c3cc(C)on3)o2)n1	?	-2%	9%	i	-24%	3.3%	i	-26%	0.6
O=C(O)/C=C/C(=O)Nc1ccccc1SC(F)(F)C(F)(F)C(F)(F)F	-16%	-3%	-2%	?	4%	28%	i	-56%	-3.6
COc1ccc(Cn2c(=O)[nH]c3cc(C(=O)NCCCN4CCCCCC4)ccc3c2=O)cc1	8%	-1%	-15%	?	8%	-2.1%	i	-22%	-0.4
COCCN1CCN(C(=O)C2CCC(=O)N(Cc3ccccc3OC)C2)CC1 (stereo unspecified)	-7%	1%	-10%	i	-7%	0.3%	i	22%	-0.1
COc1ccc(CN(C)CCCn2cnc3c(SC)ncnc32)cc1OC	·	·	·	i	-9%	0.1%	i	-40%	-1.0
O=C1C(=O)N(CCN2CCOCC2)C(c2ccc([N+](=O)[O-])cc2)/C1=C(/O)c1ccc2c(c1)OCO2 (stereo unspecified)	5%	1%	2%	i	1%	2.7%	i	0%	-0.3
CCOC(=O)c1cc2ccccc2n1C1CCN(C)CC1	·	·	·	i	·	-0.1%	i	·	2.5
Cc1ccc(NC(=O)Cc2coc3c(C)c(C)ccc23)c(C)c1	-11%	·	-16%	i	-21%	6.0%	·	-34%	·
O=C(Cn1cnc2onc(-c3ccc(F)cc3)c2c1=O)N1CCN(c2ccccc2F)CC1	-7%	·	-5%	i	-19%	0.4%	·	-11%	·
COc1ccc(OCCn2ccnc2)cc1	1%	-2%	-5%	i	4%	0.3%	i	-24%	1.4
COc1ccc(CNC(=O)c2coc(=O)c3ccccc23)c(OC)c1	2%	-2%	-3%	i	-10%	-0.2%	i	14%	-11
